Pf growth 96h: inhibits malaria parasite growth, 96 h | P. falciparum luciferase reporter growth, 96 h | Potency, µM (doses to about 28.7 µM), inactives show at the top dose activity change, negative = inhibition, most hits filed as inhibitors | hit rate 6.9% among 320,000 | AID 504834; also: potency is read from the fitted curve at half-maximal effect; % is scaled to controls: 0 for no effect and ±100 for the full control effect
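Plates of compound plus infected erythrocytes (2% hematocrit, 0.05% parasitemia final) incubate 96 hours, 37 C, 5% CO2. Detection reagent added; reduced luminescence from the parasites' luciferase reporter flags inhibition.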
Shiga toxin inh: inhibitors of Shiga toxin in Vero cells; Vero cells, Shiga toxin protein synthesis inhibition reporter; inhibition, % at 38.7 µM; hit rate 9.2% among 290,000; AID 2315; in the data active = inhibition mostly above about 28%, no sharp cut-off; inactive = mostly below about 43%; also: 0% is about no effect
Tb PYK inh: T. brucei pyruvate kinase inhibition; Q57TT1; Potency, µM (highest dose often 76.8 µM), without a hit: at the highest dose activity, negative = inhibition, hits mostly inhibitors; AID 624173; TbPYK enzyme, Kinase-Glo Plus ATP luminescence, 45 min; hit rate 0.12% among 410,000; also: potency is read from the fitted curve at half-maximal effect; % is scaled to controls: 0 for no effect and ±100 for the full control effect; nearly all actives have a fitted effect of over 50% in size
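Activity of T. brucei pyruvate kinase was followed by Kinase-Glo Plus luminescence after the enzyme reacted 45 min at room temperature with 130 uM ADP (final) and substrate. Test compounds were added before ADP at multiple concentrations.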
Pf growth 48h: P. falciparum growth inhibition at 48 hours (one generation); P. falciparum luciferase growth in erythrocytes, 48 h; Potency, µM (titrated, usually from 28.7 µM), for the others: at the top dose activity change, negative = inhibition, actives largely listed as inhibitors; hit rate 5.9% among 310,000; AID 504832; also: potency is read from the fitted curve at half-maximal effect; % is scaled to controls: 0 for no effect and ±100 for the full control effect
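Here the parasites carry a stable luciferase gene and grow inside erythrocytes in Albumax-based RPMI medium with compound for one erythrocytic cycle. Activity is scored as loss of luminescent signal.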
HCV inh: inhibitors of hepatitis C virus infection; Huh7.5.1 HCVcc-Cre infection, luciferase reporter, 44 h; Potency, µM (series often up to 41.8 µM), inactives show at the top dose activity change, negative = inhibition, most hits filed as inhibitors; hit rate 3.4% among 340,000; AID 651820; also: potency is read from the fitted curve at half-maximal effect; % is scaled to controls: 0 for no effect and ±100 for the full control effect
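Seed cells (1,000/well) for 4 h; treat with compound and infect with HCVcc-Cre, moi about 0.5. Incubate 44 h, then detect luciferase activity.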
Cycloheximide cs: affects cycloheximide protein synthesis inhibition readout, counter-screen. max response, %. hit rate 12% among 300,000. cell reporter, cycloheximide protein synthesis inhibition counterscreen; in the data active = max response mostly above about 13%, no sharp cut-off; inactive = mostly below about 14%; also: read at 38.3 µM for the half of the compounds with a filed dose; 0% is about no effect
LmPK inh: inhibitors of Leishmania mexicana pyruvate kinase; purified LmPK, Kinase-Glo ATP luminescence, 1 h; Potency, µM (top dose mostly 57.5 µM), without a hit: at the highest dose activity change, negative = inhibition, hits mostly inhibitors; hit rate 0.37% among 290,000; also: potency is read from the fitted curve at half-maximal effect; % is scaled to controls: 0 for no effect and ±100 for the full control effect
Target sequence (Q27686 whole entry, looked up): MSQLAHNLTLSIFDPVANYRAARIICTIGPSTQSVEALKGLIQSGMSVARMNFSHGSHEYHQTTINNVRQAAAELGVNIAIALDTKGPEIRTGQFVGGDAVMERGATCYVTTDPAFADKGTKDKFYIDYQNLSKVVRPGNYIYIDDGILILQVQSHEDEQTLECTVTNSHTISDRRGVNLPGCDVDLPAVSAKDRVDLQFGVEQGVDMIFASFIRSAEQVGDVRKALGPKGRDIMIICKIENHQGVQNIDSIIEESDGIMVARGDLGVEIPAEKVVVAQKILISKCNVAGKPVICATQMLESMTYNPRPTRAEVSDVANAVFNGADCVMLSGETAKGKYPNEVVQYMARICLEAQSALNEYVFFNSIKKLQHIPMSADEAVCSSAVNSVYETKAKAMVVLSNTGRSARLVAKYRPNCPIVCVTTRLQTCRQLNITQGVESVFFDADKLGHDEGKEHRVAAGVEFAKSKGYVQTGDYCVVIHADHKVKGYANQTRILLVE
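Pyruvate kinase activity monitored as ATP production (luciferase luminescence). Conditions: 0.1 nM enzyme, 0.5 mM PEP, 0.1 mM ADP, 1 h, RT; normalized against uninhibited and no-enzyme wells.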
* marks the source's active call; other numbers are inactive results; ? = inconclusive; nt = no result given; [ ] = dose if it differs, or a comment. Unless noted, calls follow the shape of the dose curve; as a rule, active = well fitted curve in the direction sought with a large enough effect; inconclusive = small, poorly fitted or top-dose-only effect, or another doubt; inactive = no such curve, though single readings can be large; an effect the other way counts as inactive or inconclusive. Not a hit list; any-hit rate near 24%.

Results follow in this order: Pf growth 96h | Shiga toxin inh | Tb PYK inh | Pf growth 48h | HCV inh | Cycloheximide cs | LmPK inh
- CCOc1cc(CNCc2ccccn2)cc(Cl)c1OCC
→ -48% | 4 | 2% | -19% | -26% | -2 | -3%
- CCOC(=O)CSc1ccc(S(=O)(=O)N(C)C2CCCCC2)cc1[N+](=O)[O-]
→ nt | -5 | -13% | 8% | -8% | -4 | -5%
- CCOCC(=O)Nc1ccccc1C(=O)N1CCOCC1
→ 16% | -11 | 6% | 9% | -2% | -2 | -1%
- CC(C)C(C)(C#N)NC(=O)CN1C(=O)NC2(CCCc3ccccc32)C1=O (stereo unspecified)
→ 31%[activator] | -30 | -3% | 2% | -11%[8.37 µM] | -1 | -6%
- COc1cc(C(=O)NNc2nc3cc4c(cc3s2)OCO4)cc(OC)c1OC
→ 13% | -13 | -22% | -18% | -7%[8.37 µM] | -2 | 5%
- COc1ccc(CC2(CO)CCN(S(=O)(=O)c3cccc4cccnc34)CC2)cc1
→ 12µM* | 3 | -5% | -21% | -13% | 1 | 0%
- COc1ccc(Nc2ccc(S(=O)(=O)N3CCCCCC3)cc2[N+](=O)[O-])cc1
→ ? | -8 | -6% | -17% | ? | -6 | 0%
- CCOC(=O)c1c(C)[nH]c(C(=O)CSc2nc(C)cc(C)n2)c1C
→ ? | 14 | -3% | ? | ? | -2 | 1%
- CCOC(=O)N1CCN(S(=O)(=O)N2CCCC(C(=O)NCCCN3CC(C)CC(C)C3)C2)CC1 (stereo unspecified)
→ -17% | -8 | 0% | 6% | 5% | -4 | 6%
- COc1ccc(OC)c(Nc2c3ccccc3nc3ccccc23)c1
→ ? | 16 | -6% | 1.7µM* | ? | 8 | 7%
- CCOc1ccc(-c2cc(CCCC(=O)Nc3cc(OC)ccc3OC)no2)cc1
→ ? | 2 | 4% | ? | ? | 8 | 2%
- COc1cccc(NC(=O)CN(C)C(=O)/C=C/c2cc(OC)ccc2OC)c1
→ 28% | 15 | 11% | 14% | -15% | -1 | 4%
- Cc1c(NC(=O)c2ccc(Br)s2)c(=O)n(-c2ccccc2)n1C
→ ? | -6 | 6% | 10%[5.75 µM] | 11% | -2 | 2%
- Cc1cc(NC(=O)COC(=O)C2COc3ccccc3O2)no1 (stereo unspecified)
→ 10µM* | 7 | 2% | 38%[activator] | 0% | 1 | -4%
- CCn1cc(Cl)c(C(=O)Nc2ccc(OC)c(OC)c2)n1
→ -23% | 55* | -13% | 25% | ? | 21* | 8%
- COc1ccc(Cc2nnc(NC(=O)c3cccs3)s2)cc1
→ nt | 21 | -1% | 35%[activator] | 4% | 0 | 2%
- CC(C)NC(=O)COC(=O)c1ccc(Cl)c(S(N)(=O)=O)c1
→ 0% | -5 | -2% | 16% | 16% | -3 | 6%
- CCCS(=O)(=O)c1nc(S(=O)(=O)c2ccc(C)cc2)c(NCCCn2ccnc2)s1
→ -17% | 13 | 3% | ? | 1% | -3 | -3%
- CCOC(=O)C1=C(COC(=O)CCc2ccc(F)cc2)NC(=O)NC1C (stereo unspecified)
→ 15% | nt | 0% | 5% | -6% | nt | nt
- CC1CCN(C(=O)c2cc(N3C(=O)C4C5CCC(C5)C4C3=O)ccc2Cl)CC1 (stereo unspecified)
→ ? | -1 | nt | 27% | nt | 13 | -8%
- COc1ccc(N2C(=O)CC(Sc3nc(C)cc(C)c3C#N)C2=O)cc1 (stereo unspecified)
→ ? | 23 | -4% | 0% | 11% | 2 | 4%
- O=c1cc(Cl)c(-c2ccccc2)n[nH]1
→ -9% | -12 | 1% | nt | 23% | -2 | 7%
- COc1cc(/C=N/NC(=O)c2cccnc2)ccc1OC(=O)c1cccc(Br)c1
→ ? | -22 | 2% | ? | 5% | -6 | -6%
- C/C(=N\NC(=O)c1cccc(S(=O)(=O)N2CCCC2)c1)c1ccc(OCC(=O)N(C)C)cc1
→ -15% | nt | 1% | -4% | ? | nt | nt
- CCN1CCCC1CNC(=O)C1CCCN(S(=O)(=O)c2cccc3nsnc23)C1 (stereo unspecified)
→ -6% | 27 | 0% | ? | -14% | -4 | 1%
- Cc1ccc(-c2nn(-c3ccccc3)cc2/C=N/NC(=O)c2ccncc2)o1
→ 24% | 58* | -4% | 10% | -20% | 65* | 2%
- C[C@@H]1C=C(C(=O)N2CCOCC2)O[C@H](OCc2ccc(CO)cc2)C1
→ 63%[activator] | -21 | 2% | -4% | -1%[8.37 µM] | 6 | -1%
- O=C(O)Cc1ccc(O)c(F)c1
→ -7% | -12 | 5% | -5% | -15%[8.37 µM] | -3 | 3%
- CCCn1nnnc1SCC(=O)Nc1nnc(CC)s1
→ 18% | -2 | -3% | 0% | 11% | -2 | -5%
- CCOCCCNC(=O)CN1C(=O)CSc2cc(S(=O)(=O)N3CCCCCC3)ccc21
→ ? | -19 | -3% | -20% | -2% | -6 | -1%
- O=[N+]([O-])c1cccc(S(=O)(=O)[N-]c2nc3ccccc3nc2-n2cc[n+](Cc3ccccc3)c2)c1
→ 6% | -8 | -6% | 3% | 9% | -3 | 5%
- COc1ccc(-c2noc(CNS(=O)(=O)c3ccc(NC(C)=O)cc3)n2)cc1OC
→ ? | -6 | -1% | 18% | 14% | 11 | -7%
- C#CCOCCOCCOCCNc1nc(N2CCN(C(=O)CCCCCCCCCCNC(=O)[C@H](CCCCN)n3cc(C[C@@H](C)CC)nn3)CC2)nc(N2CCN(C(=O)CCCCCCCCCCNC(=O)[C@@H]([C@H](C)O)n3cc(C)nn3)CC2)n1
→ 0.37µM* | nt | 1% | 2.1µM* | ? | nt | nt
- C#CCOCCOCCOCCNc1nc(N2CCN(C(=O)CCCCCCCCCCNC(=O)[C@@H](CCC(=O)O)n3cc(CCCCCN)nn3)CC2)nc(N2CCN(C(=O)CCCCCCCCCCNC(=O)[C@H]([C@@H](C)CC)n3cc(CCCCCN)nn3)CC2)n1
→ 1.5µM* | nt | 3% | 2.1µM* | ? | nt | nt
- Cc1cccc(C(=O)OCC(=O)c2ccc(CC(=O)N3CCOCC3)s2)c1C
→ -26% | nt | -6% | -18% | 0% | nt | nt
- Cc1ccccc1NC(=S)NC(=O)c1cc(-c2ccccc2)nc2ccccc12
→ 9.3µM* | -3 | -21% | ? | ? | -1 | 3%
- O=C(OCc1cn(Cc2ccccc2)nn1)c1ccccc1
→ 112%[activator] | 31 | -11% | 70%[activator] | -2% | 14 | 2%
- C[N+](C)(C)CC(=O)Nc1ccc(Cl)cc1C(=O)c1ccccc1
→ 20% | 19 | -7% | 12µM* | 8% | -1 | 3%
- COC(=O)C1=C(c2cccc(OCc3ccccc3)c2)C[C@@H]2CC[C@H]1N2C(=O)NCc1ccccc1C(F)(F)F
→ ? | nt | 1% | 4.1µM* | ? | nt | nt
- COc1ccc(-n2c(SCC(=O)NCC3CCCO3)nc3c(c2=O)SCC3)cc1OC (stereo unspecified)
→ 38%[activator] | 3 | -2% | 13% | -6% | 2 | -7%
- Clc1cccc(Cl)c1COc1ccccn1
→ ? | 5 | -1% | 0% | 10% | 2 | -4%
- O=C(CN1CCc2ccccc21)NC(c1ccccc1)c1ccccc1
→ ? | -6 | -8% | ? | 6% | -1 | -3%
- Cc1c(C)c2ccc(OCC(=O)NC(Cc3ccc(Cl)cc3)C(=O)O)cc2oc1=O (stereo unspecified)
→ ? | -4 | -6% | 26% | ? | -5 | -13%
- COc1cc(C(=O)NCCCN2CCCC2=O)ccc1OCc1ccc(Cl)cc1Cl
→ ? | nt | 1% | 10µM* | ? | nt | nt
- Cc1ccc(NC(=O)c2ccccc2)s1
→ 11% | 100* | -5% | -52% | 1% | 39* | ?
- Cc1ccc(NC(=S)NCC2CCCO2)cc1C (stereo unspecified)
→ 19% | 12 | 0% | 11% | -14% | 9 | 4%
- CC(=O)c1ccc(NS(=O)(=O)c2ccccc2)cc1
→ ? | 14 | 0% | 15% | 9% | -2 | -6%
- Cc1ccc(S(=O)(=O)Nc2nnc(CC(C)(C)C)s2)cc1
→ 57%[activator] | 1 | 0% | 8% | 9% | -1 | -3%
- CCn1ccnc1C(O)c1ccccc1OC (stereo unspecified)
→ ? | -6 | -2% | -6% | ? | -1 | -2%
- COc1cc2c(cc1NC(=O)CN1CCN(S(=O)(=O)c3ccc(F)cc3)CC1)oc1ccccc12
→ nt | 12 | 5% | 10µM* | ? | 3 | 3%
- CC(=O)c1sc(NC(=O)CCCOc2ccccc2C)nc1C
→ 14% | -16 | 0% | 10% | -15% | 1 | 3%
- CC(C)NS(=O)(=O)c1cc(C(=O)O)ccc1Cl
→ ? | 5 | -2% | -5% | -4%[0.335 µM] | -2 | 0%
- O=C(CN1CCN(c2ccccn2)CC1)Nc1ccccc1C(=O)Nc1ccccc1
→ ? | nt | 1% | ? | ? | nt | nt
- O=S(Cc1ccccc1)CC(O)(c1ccc(Cl)cc1)c1ccc(Cl)cc1 (stereo unspecified)
→ ? | -6 | 3% | ? | -15% | 12 | 8%

Compounds listed so far that have a Cl atom:
Results follow in this order: Pf growth 96h | Shiga toxin inh | Tb PYK inh | Pf growth 48h | HCV inh | Cycloheximide cs | LmPK inh
- CCOc1cc(CNCc2ccccn2)cc(Cl)c1OCC
→ -48% | 4 | 2% | -19% | -26% | -2 | -3%
- CCn1cc(Cl)c(C(=O)Nc2ccc(OC)c(OC)c2)n1
→ -23% | 55* | -13% | 25% | ? | 21* | 8%
- CC(C)NC(=O)COC(=O)c1ccc(Cl)c(S(N)(=O)=O)c1
→ 0% | -5 | -2% | 16% | 16% | -3 | 6%
- CC1CCN(C(=O)c2cc(N3C(=O)C4C5CCC(C5)C4C3=O)ccc2Cl)CC1 (stereo unspecified)
→ ? | -1 | nt | 27% | nt | 13 | -8%
- O=c1cc(Cl)c(-c2ccccc2)n[nH]1
→ -9% | -12 | 1% | nt | 23% | -2 | 7%
- C[N+](C)(C)CC(=O)Nc1ccc(Cl)cc1C(=O)c1ccccc1
→ 20% | 19 | -7% | 12µM* | 8% | -1 | 3%
- Clc1cccc(Cl)c1COc1ccccn1
→ ? | 5 | -1% | 0% | 10% | 2 | -4%
- Cc1c(C)c2ccc(OCC(=O)NC(Cc3ccc(Cl)cc3)C(=O)O)cc2oc1=O (stereo unspecified)
→ ? | -4 | -6% | 26% | ? | -5 | -13%
- COc1cc(C(=O)NCCCN2CCCC2=O)ccc1OCc1ccc(Cl)cc1Cl
→ ? | nt | 1% | 10µM* | ? | nt | nt
- CC(C)NS(=O)(=O)c1cc(C(=O)O)ccc1Cl
→ ? | 5 | -2% | -5% | -4%[0.335 µM] | -2 | 0%
- O=S(Cc1ccccc1)CC(O)(c1ccc(Cl)cc1)c1ccc(Cl)cc1 (stereo unspecified)
→ ? | -6 | 3% | ? | -15% | 12 | 8%

Full records, quoted from the list. Order of screens: Pf growth 96h, Shiga toxin inh, Tb PYK inh, Pf growth 48h, HCV inh, Cycloheximide cs, LmPK inh
O=C(CN1CCN(c2ccccn2)CC1)Nc1ccccc1C(=O)Nc1ccccc1 is listed as ?, nt, 1%, ?, ?, nt, nt
COc1cc2c(cc1NC(=O)CN1CCN(S(=O)(=O)c3ccc(F)cc3)CC1)oc1ccccc12 is listed as nt, 12, 5%, 10µM*, ?, 3, 3%

High-throughput results from PubChem.
